FN deposition inh = fibronectin deposition inhibition; AH1F fibroblasts, Alexa488-fibronectin deposition fluorescence, overnight; inhibition, % at 12.6 µM; hit rate 0.086% among 350,000;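 active = mean inhibition across replicates of 30% or more, regardless of how many single replicates reach that level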;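 also: positive control wells lacked labelled fibronectin entirely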
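Assay system: AH1F fibroblasts / Quantity: 10000 cells per well / Medium: DMEM plus 2% serum, read in PBS / Reagent: labelled fibronectin 24 nM / Dosing: single dose, pinned / Times: 1 h cell attachment, overnight exposure to compound and label / Signal: fluorescence, ex 485 nm, em 525 nm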
Cneo AK release = Cryptococcus neoformans lysis via adenylate kinase release; C. neoformans lysis, adenylate kinase release luminescence, 4 h; normalised: neutral wells 0, clomiphene wells 100; lysis activity, % at 15 µM; hit rate 0.2% among 360,000; AID 651654;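 active = mean lysis activity across replicates of at least 80%, whatever share of replicates individually reach that level; inactive = mean lysis activity below 80%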
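Material – log-phase Cryptococcus neoformans yeast cells · Input – 5 × 10^6 yeast cells/mL · Medium – fresh YPD growth medium · Doses – single compound concentration per well · Timing – static 4 h at 37 °C with compound, 1 h detection · Detection – adenylate kinase release luminescence · Read-out – signal increase indicating cell lysis · Control set – Clomiphene as positive lysis control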
PAX8 inh HTS = PAX8 transcriptional activity inhibition; inhibition, % at 12.6 µM; RMG-I TPO-luciferase reporter, SteadyGlo, 24 h; hit rate 1.2% among 360,000; AID 652154;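 active = mean replicate inhibition at least 60% with every replicate also reaching 60%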;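 also: luciferase light reporting Pax8 driven TPO promoter activity; plate controls were median of neutral control wells for no effect and mitoxantrone controls for full effect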
EWS-Fli block = EWS/Fli transcriptional activity inhibition. A673 NR0B1-luciferase reporter, viability-normalised. inhibition, % at 12.6 µM. hit rate 0.67% among 350,000;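 active = mean inhibition of at least 50% after viability correction, with every replicate also passing that limit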;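 also: firefly luciferase signal divided by Alamar Blue viability fluorescence both relative to DMSO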
miR122 inh = blocks miR-122 activity in Huh7 sensor cells. activation (reporter increase), % at 12.5 µM. hit rate 0.3% among 340,000. Huh7 miR-122 Renilla luciferase sensor, 48 h; neutral wells = 0, positive control = 100. AID 602342;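 active = mean replicate activation score at least 90 and every replicate individually at or above 90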;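 also: higher luciferase means less miR-122 activity so hits act as miR-122 inhibitors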
PGC1a acetyl inh = modulators of PGC1a acetylation; hit rate 0.17% among 350,000; U2OS PGC1a acetylation, AlphaScreen anti-acetyl-lysine; with virally co-expressed GCN5 acetyltransferase; inhibition, % at 15.6 µM;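 active = every replicate shows inhibition of at least 40%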;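 also: 0% = neutral control wells and 100% = positive control wells; some results beyond the cut were filed as inactive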
CASP6 VEID inh = inhibitors of human caspase-6; P55212; purified caspase-6, Z-VEID-R110 cleavage fluorescence; hit rate 0.53% among 350,000; inhibition, % at 12.5 µM;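 active = mean inhibition across replicates at least about 35%, with every replicate also reaching that limit, limit read from the data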;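 also: 0% = median of neutral control wells and 100% = no fluorescence left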
Target sequence (P55212 24-179 limits assumed): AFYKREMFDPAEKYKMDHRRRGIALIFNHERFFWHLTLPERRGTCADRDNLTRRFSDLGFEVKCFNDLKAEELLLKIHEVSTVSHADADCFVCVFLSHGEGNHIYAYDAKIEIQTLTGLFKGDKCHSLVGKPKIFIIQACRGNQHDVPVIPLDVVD
Target sequence (P55212 194-293 limits assumed): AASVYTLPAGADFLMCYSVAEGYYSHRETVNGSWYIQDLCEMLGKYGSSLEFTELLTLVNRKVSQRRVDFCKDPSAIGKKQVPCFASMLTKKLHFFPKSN
LGR2 inh = Drosophila LGR2 receptor signaling inhibition. inhibition, % at 9.99 µM. hit rate 0.35% among 380,000. HEK293 LGR2, CRE-luciferase, bursicon-stimulated, 4 h;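 active = drop in luminescence signal, shown as inhibition above about 50% in the replicate tests, limit read from the data, passing the limit was not always enough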;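 also: agonist challenge used bursicon conditioned medium at about half maximal strength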
* hit, by the source's call; . = no result given; [ ] = dose if it differs, or a comment.

mol | FN deposition inh | CASP6 VEID inh | Cneo AK release | PAX8 inh HTS | LGR2 inh | PGC1a acetyl inh | miR122 inh | EWS-Fli block
COc1cc(/C=C/C(=O)N2CCC=CC2=O)cc(OC)c1OC | 5.0 | 7.3 | -1.6 | 105.2* | 100.1* | . | -16.3 | 70.2*
Cc1ccc(S(=O)(=O)Nc2ccc3c(c2)CC(=O)N([C@@H](C)CO)C[C@H](C)[C@H](CN(C)C(=O)Nc2ccc(F)cc2)O3)cc1 | . | 1.1 | 0.2 | 2.0 | -0.9 | 6.0 | -8.0[16.7 µM] | -3.6
O=C(NCC[C@H]1CC[C@@H](NC(=O)C2CCC2)[C@@H](CO)O1)c1ccc(F)cc1 | 2.0 | -3.0 | -2.9 | 1.2 | 13.8 | 6.4 | . | 3.5
CN1CCc2c(sc(NC(=O)C3CCCN3S(=O)(=O)c3ccc(Cl)s3)c2C(N)=O)C1 (configuration not stated) | 2.9 | 2.8 | -1.5 | . | -4.5 | . | 2.3 | -4.4
COc1ccc(NC(=O)Cn2c(CCC(=O)O)ccc2-c2ccccc2)cc1 | -0.7 | 2.4 | 0.4 | -18.1 | 2.5 | . | 5.9 | 2.7
CC(=O)c1ccc(OCC(=O)OCC(=O)NCc2ccco2)cc1 | 2.5 | 0.9 | -0.6 | -16.9 | -9.0 | -6.8 | -5.5 | 0.3
Cn1c2c(c(=O)n(C)c1=O)CN(CCc1ccccc1)CN2 | 2.2 | . | 1.7 | -2.5 | . | 3.6 | 0.5 | .
CCCC(=O)N=c1sc2c(OC)ccc(OC)c2n1C | -3.6 | 0.8 | . | 0.8 | 2.4 | . | 1.4 | -3.1
COc1cc(/C=C/c2nc3ccccc3c(=O)[nH]2)ccc1O | 5.4 | -3.3 | -2.2 | -124.3 | -57.5 | . | -0.4 | -24.5
COc1cccc2c1C(=O)O/C2=C/c1ccc2c(c1)OCO2 | -5.4 | . | -5.3 | . | 62.4* | 6.7 | 2.1 | .
CC(C)OC(=O)CC(=O)CSc1nc2c(cc1C#N)CCC2 | -17.9 | . | 2.9 | . | . | -2.2 | 5.2 | .
C[C@@H]1CCCCO[C@@H](CN(C)Cc2ccc(C(F)(F)F)cc2)[C@@H](C)CN([C@H](C)CO)C(=O)c2cc(NC(=O)c3ccncc3)ccc2O1 | 0.2 | -2.1 | -0.9 | -8.3 | 5.4 | . | 10.1[16.7 µM] | 0.1
Cn1cnc2c(NCc3ccco3)ncnc21 | . | 1.3 | -0.8 | . | 1.0 | -8.6 | 2.5 | 3.5
Cc1ccc(OCc2cc(C(=O)NCCc3cccnc3)no2)cc1C | -1.4 | -1.6 | 0.3 | -48.8 | 0.0 | -18.2 | 0.1 | .
Cc1ccc(S(=O)(=O)N(C)C[C@H]2Oc3c(NS(=O)(=O)c4cn(C)cn4)cccc3C(=O)N([C@H](C)CO)C[C@H]2C)cc1 | . | . | . | 5.0 | -30.8 | 7.5 | -1.3[16.7 µM] | -15.7
O=C(O)c1cccc(Nc2ccc([N+](=O)[O-])c3nonc23)c1 | -3.1 | 8.8 | -9.3 | -0.5 | 7.6 | . | . | -21.4
CCOc1cc(C2c3c(oc4ccccc4c3=O)C(=O)N2c2nccs2)ccc1O (configuration not stated) | -2.3 | 1.3 | . | 5.8 | -5.0 | 2.8 | -1.1 | -0.7
Cc1ccccc1N(C(=O)c1csnn1)C(C(=O)NC1CCCCC1)c1ccncc1 (configuration not stated) | 2.2 | 2.2 | 4.9 | 9.7 | -2.7 | -6.9 | -2.8 | 1.5
C[C@H]1CN([C@@H](C)CO)C(=O)Cc2cc(NC(=O)Cc3cn(C)c4ccccc34)ccc2O[C@H]1CN(C)C(=O)Nc1cccc2ccccc12 | 5.3 | 0.0 | -2.9 | . | -0.6 | 4.0 | 0.7[16.7 µM] | -0.6
CCOC(=O)N1CCN(c2cc(N3CCOCC3)c(F)cc2[N+](=O)[O-])CC1 | . | 5.9 | -1.0 | 28.0 | -2.9 | . | -3.2 | 6.3
COc1ccccc1-c1nnc(NC(=O)CCS(=O)(=O)c2ccc(F)cc2)o1 | 3.6 | -1.7 | -1.1 | 73.6* | 13.3 | -0.8 | 6.8 | 0.3
CO[C@H]1CN(C)C(=O)c2cc(NC(C)=O)ccc2OC[C@H](C)N(C(=O)c2cnccn2)C[C@@H]1C | 8.9 | . | 2.2 | -4.0 | 4.9 | 2.7 | . | -1.2
Cc1cnc(NC(=O)Cc2ccc(Br)cc2)s1 | 5.3 | -2.2 | -1.1 | -5.0 | 11.4 | . | . | -17.7
CCC/C=C/c1ccc(CN2C(CC(C)C)C(=O)N(Cc3cn(Cc4ccco4)nn3)CCS2(=O)=O)cc1 (configuration not stated) | 2.9 | 2.6 | -0.7 | 4.6 | 10.6 | . | -0.8 | 2.6
CCCCOc1ccc(C(=O)N=c2sccn2C)cc1OC | -4.5 | 0.4 | -0.5 | -83.0 | -79.6 | . | . | -79.0

Full records as entered above:
Profile of O=C(O)c1cccc(Nc2ccc([N+](=O)[O-])c3nonc23)c1 = FN deposition inh = -3.1; CASP6 VEID inh = 8.8; Cneo AK release = -9.3; PAX8 inh HTS = -0.5; LGR2 inh = 7.6; PGC1a acetyl inh = .; miR122 inh = .; EWS-Fli block = -21.4
Profile of CCOc1cc(C2c3c(oc4ccccc4c3=O)C(=O)N2c2nccs2)ccc1O (configuration not stated) = FN deposition inh = -2.3; CASP6 VEID inh = 1.3; Cneo AK release = .; PAX8 inh HTS = 5.8; LGR2 inh = -5.0; PGC1a acetyl inh = 2.8; miR122 inh = -1.1; EWS-Fli block = -0.7

(next part)
mol | FN deposition inh | CASP6 VEID inh | Cneo AK release | PAX8 inh HTS | LGR2 inh | PGC1a acetyl inh | miR122 inh | EWS-Fli block
COCC(=O)Nc1ccc2c(c1)C(=O)N(C)C[C@H](OC)[C@@H](C)CN(C(=O)COC)[C@@H](C)CO2 | -2.5 | -0.1 | 41.6 | 13.4 | 7.6 | . | 0.8[16.7 µM] | 1.1
CCOC(=O)N1CCN(C(c2ccc(C(C)C)cc2)c2sc3nc(C)nn3c2O)CC1 (configuration not stated) | -0.7 | -1.0 | -2.1 | 9.3 | 9.4 | . | 1.7 | 3.1
O=C(O)CC12CC3CC(C1)CC(n1ncc(NCc4ccc(F)cc4Cl)c(Cl)c1=O)(C3)C2 | 8.6 | 4.8 | . | 15.1 | 2.5 | . | . | 4.2
CN(C)C(=O)/C(=C/c1cn(-c2ccccc2)nc1-c1cccc([N+](=O)[O-])c1)NC(=O)c1ccccc1 | 3.2 | . | -0.9 | 30.1 | 8.4 | 14.2 | -1.1 | .
S=c1[nH]nc(CSCCOc2ccccc2)o1 | 0.6 | -5.3 | . | 7.4 | . | 7.0 | . | 4.2
COc1cc(NC(=O)COC(=O)Cn2cnc3c2c(=O)n(C)c(=O)n3C)cc(OC)c1 | -10.8 | -1.0 | 0.3 | 1.8 | 6.8 | . | . | -3.1
O=S(=O)(c1cccs1)N1CCCCN2[C@H](CO)[C@H](c3ccc(C4=CCCCC4)cc3)[C@H]2C1 | . | 1.0 | -0.5 | 14.7 | . | -18.1 | -27.6[16.7 µM] | -5.3
C/C(=N/N=C/c1ccccc1O)c1ccccc1O | 4.5 | -0.9 | -0.9 | -176.1 | -98.6 | -0.2 | -2.9 | -23.3
CCc1nc(SCC(=O)NCCc2ccccc2)c2oc3ccccc3c2n1 | . | -1.9 | -1.4 | . | 13.4 | . | -3.6 | .
O=C(c1[nH]ncc1-c1ccc(Cl)cc1)C1CO1 (configuration not stated) | 5.6 | -3.4 | 1.1 | 18.7 | 7.8 | -29.4 | -4.5 | 17.5
CCCOc1ccc(C(=O)CCC(=O)NNC(=O)c2ccncc2)cc1 | -3.0 | 0.4 | -0.1 | -24.4 | 1.8 | -0.4 | -3.8 | -0.9
CC(=O)c1ccc(S(=O)(=O)NCCC(=O)OC(C)C(=O)Nc2ccc(F)cc2)cc1 (configuration not stated) | -0.7 | 4.3 | . | -14.1 | 1.3 | . | . | 1.6
Cc1[nH]c2ccc(C(=O)NCCCN(C)C3CCCCC3)cc2c1C | 10.5 | -23.6 | -4.3 | 7.9 | -5.5 | -7.5 | 0.3 | .
Cc1noc(C)c1NC(=O)Nc1ccc2c(c1)CC(=O)N([C@@H](C)CO)C[C@H](C)[C@H](CN(C)S(=O)(=O)c1cn(C)cn1)O2 | -5.3 | . | -0.9 | -4.0 | -10.4 | 3.8 | -4.0[16.7 µM] | -3.1
Cc1ccc(N=C2C(=O)Nc3c(C)cccc32)cc1 | 0.4 | 1.1 | -0.8 | -6.0 | -8.4 | 0.1 | 4.3 | 39.3
COc1cc(OC)cc(C(=O)N(Cc2ccco2)c2c(N)n(Cc3ccccc3)c(=O)[nH]c2=O)c1 | -1.1 | 10.0 | -0.3 | 6.8 | 31.8 | -5.8 | 1.0 | 1.7
COc1ccc(N2CCN(C(=O)CCS(=O)(=O)c3ccc4c(c3)CCN4C(=O)C3CC3)CC2)cc1 | -4.8 | 17.8 | 0.7 | 13.0 | 12.7 | -1.0 | -8.0 | 0.7
Cc1ccc(-n2nnc3c(=O)n(CC(=O)N4CCOCC4)cnc32)cc1 | 1.6 | 1.4 | -1.9 | 13.4 | -13.4 | -10.3 | -3.0 | -2.8
CCc1nnc(NC(=O)CSc2nc(-c3ccccc3)cc(-c3ccc(OC)cc3)c2C#N)s1 | -4.8 | . | 0.5 | 1.5 | 9.6 | -2.4 | -2.6 | .
CC1CN(C(=O)Cn2cc(SCC(=O)N3CCOCC3)c3ccccc32)CC(C)O1 (configuration not stated) | 5.2 | 4.0 | -2.3 | -5.7 | 3.3 | . | . | -4.6
Cc1cccc(C)c1NC(=O)C(C)N1CCCCC1 (configuration not stated) | -32.2 | -0.3 | -1.5 | 7.2 | -3.3 | 2.9 | 0.5 | 10.2
COc1ccc(NC(=O)c2ccc(Br)o2)cc1 | -9.0 | 1.6 | -2.0 | -106.8 | -33.2 | 2.7 | 4.9 | -102.4
CC(=O)Nc1cccc2c1C(=O)N(c1ccccc1OC(C)=O)C2=O | 8.9 | 1.7 | 0.6 | 23.0 | -22.3 | 8.6 | -3.7 | 5.0
CN(C)S(=O)(=O)c1ccc(C(=O)Nc2nnc(SCc3cccc4ccccc34)s2)cc1 | -14.5 | 1.4 | . | 5.0 | -5.7 | . | . | 18.4
O=C(c1ccccc1Cl)N(Cc1ccccc1F)N1C(=O)CCCC1=O | 2.9 | 19.1 | 2.1 | -10.3 | -3.0 | -2.9 | 2.6 | -0.8
Cc1cc(C)nc(SCC(=O)c2ccc([N+](=O)[O-])cc2)n1 | -1.7 | . | 1.6 | -6.0 | . | 16.6 | -5.2 | .
Cc1c(Cl)c([N+](=O)[O-])nn1CC(=O)N1CCCC1 | -13.2 | 0.2 | . | 19.5 | -3.8 | . | . | 19.1
CC1(C)CC[C@]2(C(=O)O)CC[C@]3(C)C(=CC[C@@H]4[C@@]5(C)CC[C@H](O)C(C)(C)[C@@H]5CC[C@]43C)[C@@H]2C1 | . | 8.1 | 0.9 | 10.4 | . | 1.6 | -4.5 | 1.8
Cc1ccccc1N1CCN(CC(=O)Nc2nccs2)CC1 | -1.7 | 1.9 | 2.3 | 11.1 | 4.9 | -9.0 | -4.1 | -5.6
O=C(N=C1SC2CS(=O)(=O)CC2N1Cc1ccc(F)cc1)C1CC1 (configuration not stated) | 8.6 | -6.8 | 11.0 | 9.4 | 14.7 | -5.8 | 0.8 | -7.0
O=C(O)c1ccc(Cl)c(S(=O)(=O)Nc2ccc(S(=O)(=O)N3CCCC3)cc2)c1 | 0.3 | 3.9 | -2.2 | 8.6 | 11.2 | 9.5 | -10.2 | 5.1
CN(C)C(=O)[C@@H]1[C@@H](CO)[C@@H]2Cn3c(ccc(C4=CCCCC4)c3=O)[C@@H]2N1Cc1ccccn1 | . | 0.6 | -1.9 | . | -1.1 | . | . | 5.9

Bioassay records deposited in PubChem BioAssay by Broad Institute.

Compounds as they come; about 2.5% have a hit in one of these screens.
